SKN-1 inh: blocks SKN-1 activity in C. elegans; C. elegans VP596 Pgst-4::GFP/RFP ratio, acrylamide-induced, 24 h; inhibition, % at 21.8 µM; hit rate 0.49% among 360,000; AID 624304;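 active = interference check ratio from 0.5 to 1.5 plus GFP to RFP signal ratio inhibition reaching or exceeding a fixed threshold, cut at about 30% in these data, passing the limit was not always enough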; note: some compounds called inactive have numbers as strong as hits
Neddylation inh: inhibitors of human cullin neddylation; P61081+Q13564; TR-FRET cullin neddylation, biochemical; calls only at 25 µM; hit rate 0.58% among 360,000; in the data active = inhibition above about 36%
Rin1-Abl PPI inh: human Rin1-Abl interaction inhibition | inhibition, % at 7.35 µM | TR-FRET Rin1/Abl binding, biochemical | P00519+Q13671 | hit rate 0.4% among 360,000; in the data active = inhibition above about 5%, passing the limit was not always enough
Rpn11 block: blocks the human proteasome subunit Rpn11 | human 26S proteasome, Ub4-pepOG fluorescence polarization; 20S core pre-blocked with epoxomicin | calls only at 20 µM | hit rate 0.59% among 360,000 | AID 588493;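 active = inhibition at 20 µM, scaled to each plate's controls, above about 33%, limit read from the data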
Target sequence (O00487 whole entry, looked up): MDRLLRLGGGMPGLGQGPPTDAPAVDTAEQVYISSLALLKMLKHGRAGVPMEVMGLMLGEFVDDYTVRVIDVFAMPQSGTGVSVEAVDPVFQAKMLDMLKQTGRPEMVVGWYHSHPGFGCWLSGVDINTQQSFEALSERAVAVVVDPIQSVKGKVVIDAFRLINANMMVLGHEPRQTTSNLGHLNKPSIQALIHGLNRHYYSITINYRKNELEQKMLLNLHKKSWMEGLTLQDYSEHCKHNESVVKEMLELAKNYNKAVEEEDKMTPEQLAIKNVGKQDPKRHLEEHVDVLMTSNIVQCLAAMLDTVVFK
FAS-TE inh: blocks the thioesterase domain of human fatty acid synthase; recombinant FAS-TE, OMFH fluorogenic substrate, fluorescence endpoint; inhibition, % at 15 µM; hit rate 0.67% among 360,000;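 active = compounds whose normalised, plate-corrected inhibition of enzyme fluorescence in the single-dose primary screen is 50% or more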;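 note: 0% = DMSO with enzyme and 100% = substrate without enzyme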
NadD inh: blocks S. aureus nicotinate mononucleotide adenylyltransferase. purified NadD enzyme, colorimetric absorbance read-out. inhibition, % at 20 µM. hit rate 0.78% among 360,000. AID 602399; in the data active = inhibition above about 26%; note: some compounds past the cut are filed as inactive
CSN deneddyl inh: inhibitors of human CSN-mediated cullin deneddylation; Purified CSN, SCF-Nedd8-OG deneddylation, fluorescence polarization; inhibition, % at 12.5 µM; hit rate 0.38% among 360,000; AID 651999;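 active = pattern-corrected inhibition above about 35%, with an unprinted fluorescence ratio check between 0.5 and 1.5, limit read from the data, passing the limit was not always enough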;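 note: 0% = enzyme with substrate and 100% = substrate without enzyme; some results filed as inactive read as strong as hits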
Target sequence (Q92905 whole entry, looked up, one chain of several): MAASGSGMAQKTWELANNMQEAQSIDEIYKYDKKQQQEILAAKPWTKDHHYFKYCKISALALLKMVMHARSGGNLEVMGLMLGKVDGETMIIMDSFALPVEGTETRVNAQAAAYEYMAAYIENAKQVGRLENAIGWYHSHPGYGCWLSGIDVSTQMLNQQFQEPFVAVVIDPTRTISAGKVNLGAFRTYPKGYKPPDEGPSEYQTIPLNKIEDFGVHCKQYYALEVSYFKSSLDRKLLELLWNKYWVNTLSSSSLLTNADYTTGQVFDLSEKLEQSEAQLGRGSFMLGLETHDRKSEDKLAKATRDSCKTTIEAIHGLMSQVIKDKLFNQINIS
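Material: purified human Csn5 enzyme expressed in HEK293T cells / Medium: Tris buffer pH 7.5, NaCl, DTT, Tween-20, trehalose, ovalbumin / Compound dosing: 12.5 µM single point / Schedule: 90 min incubation of compound, enzyme and substrate at room temperature / Signal: fluorescence polarization of the substrate / Control set: no-enzyme wells high, enzyme-with-substrate wells low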
MT1-MMP act inh: blocks activation of human MT1-MMP. P50281. HT1080 RFP-PRO-GFP cells, GFP/RFP ratio fluorescence, overnight; percent of plate control window, DMSO zero. GFP/RFP ratio change, % at 20 µM. hit rate 0.061% among 360,000. AID 651647;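 active = GFP/RFP ratio change of at least 30% with cell ATP level not reduced by more than half and red fluorescence within 50% of control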; note: strong numbers were not always called active
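Compound: 20 µM single dose, 1% DMSO / System: HT1080 RFP-PRO-GFP cells / Controls: DMSO and RFP-L50D-GFP cell wells / Read-out basis: GFP/RFP fluorescence ratio / Schedule: overnight compound exposure at 37 °C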
PABP1 MLLE inh: inhibitors of microRNA-mediated deadenylation, human PABP1 MLLE binding; P11940; GST-MLLE / FITC-PAM2 fluorescence polarization; inhibition, % at 20 µM; hit rate 0.36% among 360,000; in the data active = inhibition above about 35%, passing the limit was not always enough;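 note: plate controls were DMSO wells with GST-MLLE for no effect and wells lacking GST-MLLE protein for full effect; some results filed as inactive read as strong as hits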
* hit, by the source's call; i = inactive; . = not tested or not shown.

Start of the data: the first three entries, to show the layout:
SMILES	SKN-1 inh	Neddylation inh	Rin1-Abl PPI inh	Rpn11 block	FAS-TE inh	NadD inh	CSN deneddyl inh	MT1-MMP act inh	PABP1 MLLE inh
O=C(NNC(=O)C1CCCCC1)c1ccncc1	-4	i	2	i	-4	4	6	3	-17
Cc1ccc(NC(=O)CN(c2cc(C)cc(C)c2)S(=O)(=O)c2c(C)noc2C)nc1	-11	i	2	i	17	-4	-4	-11	5
CCS(=O)(=O)c1ccc2c(c1)N(S(=O)(=O)c1ccc(Cl)cc1)CC(C(=O)O)O2 (configuration not stated)	4	i	-1	i	-2	3	-5	1	7

This part in full, from the first entry:
SMILES	SKN-1 inh	Neddylation inh	Rin1-Abl PPI inh	Rpn11 block	FAS-TE inh	NadD inh	CSN deneddyl inh	MT1-MMP act inh	PABP1 MLLE inh
O=C(NNC(=O)C1CCCCC1)c1ccncc1	-4	i	2	i	-4	4	6	3	-17
Cc1ccc(NC(=O)CN(c2cc(C)cc(C)c2)S(=O)(=O)c2c(C)noc2C)nc1	-11	i	2	i	17	-4	-4	-11	5
CCS(=O)(=O)c1ccc2c(c1)N(S(=O)(=O)c1ccc(Cl)cc1)CC(C(=O)O)O2 (configuration not stated)	4	i	-1	i	-2	3	-5	1	7
COc1cccc2c1cc1c(=O)n(CC(=O)N3CCCCCC3)nc(C)n12	8	.	-1	i	-5	3	-5	1	0
O=C1OCC/C1=C\c1ccc2c(c1)OCO2	-5	i	-4	i	-4	-2	-3	-1	-14
CN(C)CCOC(=O)/C(=C/c1cn(C)c2ccccc12)NC(=O)c1ccccc1	-2	i	-4	i	-6	-10	2	-3	-6
Cc1ccc(S(=O)(=O)c2cc3ccccc3oc2=O)cc1	8	i	0	i	-7	-1	2	0	-75
O=C(c1cccs1)N1CCN(c2ncccn2)CC1	-2	i	-2	i	-9	1	1	3	-7
Nc1ccc(S(=O)(=O)NCc2ccccn2)cc1	-3	i	1	i	-10	-5	-2	3	2
Fc1ccc(-c2cnc3n2CCCCC3)cc1	-4	i	-1	i	-3	-8	-9	1	0
O=C(c1ccc(C(F)(F)F)cc1)C1CCCN(C(=O)CCn2cncn2)C1 (configuration not stated)	4	i	0	i	-2	-1	-2	-1	-5
COC(=O)c1ccc(COn2nnc3ccccc32)cc1	11	i	3	i	-3	0	-1	-2	-8
Cc1ccccc1CN1C(=O)c2ccccc2Sc2ccc(C(=O)NCCN3CCOCC3)cc21	19	i	0	i	8	-9	0	-13	-3
COc1ccc(OC)c(NC(=O)COC(=O)c2nc(Cl)ccc2Cl)c1	7	i	0	i	0	-4	-3	0	-18
CC(=O)NCCC(=O)Nc1cc(F)ccc1C	26	i	3	i	-8	-3	-2	2	-14
CCN(C(=O)CSc1nc2cc(S(=O)(=O)N(CC)CC)ccc2o1)C1CCS(=O)(=O)C1 (configuration not stated)	11	i	-3	i	-3	-1	5	-3	30
CCN(C(=O)CCc1nnc2ccc(N3CCC4(CC3)OCCO4)nn12)c1ccccc1	-1	i	0	i	-3	-6	0	-4	5
CSCc1ccc(C(=O)NCc2ccc(F)cc2)cc1	8	i	2	i	0	3	-9	2	4
COC(=O)CC1COc2ccccc2N1C(=O)c1ccc(C(C)(C)C)cc1 (configuration not stated)	9	i	-6	i	20	-4	-4	-3	-4
COc1ccc(S(=O)(=O)N2CCOCC2)cc1NC(=O)CN1CCC(Cc2ccccc2)CC1	2	i	-1	i	24	-4	-4	-7	1
CCOC(=O)Cn1c(=O)oc2cc(S(=O)(=O)N3CCCC(C(=O)OCC)C3)ccc21 (configuration not stated)	12	i	-2	i	-3	2	-2	-2	-2
COc1cc(NS(=O)(=O)c2cn(C)cn2)cc(OC)c1OC	18	i	3	i	-8	3	-2	2	4
O=[N+]([O-])c1cccc(CSc2nc3ccccc3[nH]2)c1	12	i	-1	i	22	3	1	3	-6
COc1ccccc1NS(=O)(=O)c1cc(NC(=O)c2sc3cc(Cl)ccc3c2Cl)ccc1C	3	i	-1	i	37	24	2	1	9
O=C(COC(=O)CCC(=O)c1ccccc1)NNC(=O)c1ccc(Cl)cc1	10	i	0	i	-2	-5	-2	1	1
(listing goes on)
SMILES	SKN-1 inh	Neddylation inh	Rin1-Abl PPI inh	Rpn11 block	FAS-TE inh	NadD inh	CSN deneddyl inh	MT1-MMP act inh	PABP1 MLLE inh
Cc1cccc(N2CCN(C(=O)c3cc4ccccc4oc3=O)CC2)c1C	7	i	2	i	12	-9	-4	0	0
CCCCN(C(=O)c1nn(C)c(=O)c2ccccc12)c1c(N)n(CC(C)C)c(=O)[nH]c1=O	16	i	1	i	-9	0	-4	2	-16
COc1ccc(C(C)(O)c2nc(-c3ccccc3OC)cs2)cc1 (configuration not stated)	27	i	4	i	22	-7	1	-6	2
O=C(OCC(=O)c1ccc(Cl)s1)c1cnccn1	9	i	-3	i	2	9	3	-4	-21
O=C(O)C1C2CCC(O2)C1C(=O)Nc1ccc(Br)cc1F (configuration not stated)	7	i	-2	i	-4	-3	-2	3	3
CC(C)(C)NC(=O)CSc1ccc(S(=O)(=O)N2CCOCC2)cn1	3	i	3	i	-7	3	-4	-1	-34
COc1ccc(N2CCN(C(=O)CNC(=O)Cc3ccc(Cl)cc3)CC2)cc1	8	i	2	i	-2	-6	0	-4	4
Cn1nnnc1SCc1cccc2ccccc12	4	i	-1	i	0	-5	-5	2	5
C=CCn1c(SCC(=O)c2[nH]c(C)c(C(=O)OC)c2C)nc2scc(-c3ccc(OC)c(OC)c3)c2c1=O	5	i	0	i	-8	0	-1	-37	0
O=C(NCc1nc2ccccc2[nH]1)c1c(F)c(F)c(F)c(F)c1F	-10	i	-4	i	-5	1	-3	1	-6
O=C(CSc1nc2ccccc2n1Cc1ccccc1)N/N=C/c1ccccc1C(=O)O	2	i	-1	i	-4	0	5	6	-25
CCOc1cc(/C=N/NS(=O)(=O)c2ccc(OC)cc2)ccc1OCCN1CCOCC1	8	i	-2	i	-14	0	-2	1	-26
COc1ccc(C)cc1S(=O)(=O)Nc1ccc(F)cc1	24	i	2	i	0	0	0	-4	3
O=C(NCCCNC(=O)c1ccccc1F)c1ccco1	-9	i	3	i	-6	1	2	2	2
CC(=O)c1ccc(OCc2cc([N+](=O)[O-])cc3c2OCOC3)cc1	0	i	2	i	29	-21	2	3	-8
CCOc1cc(NC(=S)NCC2CCCO2)c(OCC)cc1NC(=O)c1ccccc1 (configuration not stated)	-6	i	0	i	2	-2	5	8	14
CCCCCc1c(O)nc(SCCN2CCOCC2)[nH]c1=O	8	i	1	i	-7	-4	-1	3	13
COCc1nnc(NC(=O)CCCOc2ccccc2OC)s1	-17	i	2	i	-4	-5	-3	3	17
CCOC(=O)CNC(=O)CSc1nnc(-c2cccc(OC)c2)n1CC	10	i	0	i	-10	-4	-1	-3	-31
CCOC(=O)c1cnc(Nc2nc3ccccc3o2)nc1CSC(=S)N1CCCCC1	10	i	-1	i	1	13	-6	3	-20
COc1ccc(C(=O)NC2CC2)cc1OC1CCN(Cc2cnn(C)c2)CC1	-19	i	-3	i	-4	-1	4	-1	-17
CCOc1ccccc1C(=O)N1CCC(n2nnc3cc(C(F)(F)F)ccc32)CC1	-22	i	6	i	-5	-3	4	4	3
COc1cc(C(=O)Nc2ccc(C(=O)c3ccncc3)cc2)cc(OC)c1OC	-2	i	3	i	0	4	-2	1	4

Taken from above:
Entry of O=C(O)C1C2CCC(O2)C1C(=O)Nc1ccc(Br)cc1F (configuration not stated) under MT1-MMP act inh: 3
Entry of CCOC(=O)c1cnc(Nc2nc3ccccc3o2)nc1CSC(=S)N1CCCCC1 under NadD inh: 13

Entries of single compounds as entered above. Order of values: SKN-1 inh, Neddylation inh, Rin1-Abl PPI inh, Rpn11 block, FAS-TE inh, NadD inh, CSN deneddyl inh, MT1-MMP act inh, PABP1 MLLE inh
Listed for `CCOC(=O)c1cnc(Nc2nc3ccccc3o2)nc1CSC(=S)N1CCCCC1` → 10, i, -1, i, 1, 13, -6, 3, -20
Listed for `C=CCn1c(SCC(=O)c2[nH]c(C)c(C(=O)OC)c2C)nc2scc(-c3ccc(OC)c(OC)c3)c2c1=O` → 5, i, 0, i, -8, 0, -1, -37, 0
Listed for `O=C(NCc1nc2ccccc2[nH]1)c1c(F)c(F)c(F)c(F)c1F` → -10, i, -4, i, -5, 1, -3, 1, -6

Part of the list above, field by field.
COCc1nnc(NC(=O)CCCOc2ccccc2OC)s1
  SKN-1 inh: -17 | Neddylation inh: i | Rin1-Abl PPI inh: 2 | Rpn11 block: i | FAS-TE inh: -4 | NadD inh: -5 | CSN deneddyl inh: -3 | MT1-MMP act inh: 3 | PABP1 MLLE inh: 17

CCOC(=O)CNC(=O)CSc1nnc(-c2cccc(OC)c2)n1CC
  SKN-1 inh: 10 | Neddylation inh: i | Rin1-Abl PPI inh: 0 | Rpn11 block: i | FAS-TE inh: -10 | NadD inh: -4 | CSN deneddyl inh: -1 | MT1-MMP act inh: -3 | PABP1 MLLE inh: -31

CCOC(=O)c1cnc(Nc2nc3ccccc3o2)nc1CSC(=S)N1CCCCC1
  SKN-1 inh: 10 | Neddylation inh: i | Rin1-Abl PPI inh: -1 | Rpn11 block: i | FAS-TE inh: 1 | NadD inh: 13 | CSN deneddyl inh: -6 | MT1-MMP act inh: 3 | PABP1 MLLE inh: -20

Compound activity: PubChem, several laboratories
